# RGS4-Gao reg = human RGS4-Galphao interaction regulation; binding response (% of control), % at 10 µM; actives 0.33% (n = 220,000); Multiplexed bead flow cytometry, RGS4-Galphao binding; actives lie on both sides; P09471; in the data active = binding response below about 49% or above about 150%; inactive = in between;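 also: fluorescent Galphao activated with aluminum fluoride binding bead-coupled RGS4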
# Target sequence (P09471 whole entry, looked up): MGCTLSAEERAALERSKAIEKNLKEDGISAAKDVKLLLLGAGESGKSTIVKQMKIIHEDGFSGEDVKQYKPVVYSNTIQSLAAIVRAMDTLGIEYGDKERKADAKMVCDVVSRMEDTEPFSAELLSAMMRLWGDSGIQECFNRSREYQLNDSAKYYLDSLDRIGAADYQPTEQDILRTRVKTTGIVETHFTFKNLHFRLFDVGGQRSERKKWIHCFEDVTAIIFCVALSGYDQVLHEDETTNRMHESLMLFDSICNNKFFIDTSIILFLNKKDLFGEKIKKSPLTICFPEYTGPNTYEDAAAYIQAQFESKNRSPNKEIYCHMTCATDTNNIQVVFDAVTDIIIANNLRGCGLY
# Bim-Mcl-1 = disrupts Bim peptide binding to human Mcl-1 | Q07820 | Bead-based flow cytometry, Bim peptide-Mcl-1 binding | inhibition, % at 10 µM | actives 0.1% (n = 190,000) | AID 1009;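 also: 0% = no compound tracer wells and 100% = peptide blocker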
# Target sequence (Q07820 whole entry, looked up): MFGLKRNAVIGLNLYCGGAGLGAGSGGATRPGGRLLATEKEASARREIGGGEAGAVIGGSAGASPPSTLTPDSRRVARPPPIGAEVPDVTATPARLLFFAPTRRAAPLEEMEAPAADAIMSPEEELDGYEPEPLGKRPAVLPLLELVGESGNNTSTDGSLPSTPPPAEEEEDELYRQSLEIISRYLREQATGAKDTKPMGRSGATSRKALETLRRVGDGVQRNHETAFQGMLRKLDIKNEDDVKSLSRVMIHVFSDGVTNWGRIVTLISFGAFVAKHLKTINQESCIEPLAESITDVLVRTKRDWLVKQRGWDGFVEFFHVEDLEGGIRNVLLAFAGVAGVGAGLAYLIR
# ABCG2 inh = blocks JC-1 efflux by human ABCG2 transporter; inhibition, % at 6.6 µM; IgMXP3 cells, flow cytometry; actives 0.1% (n = 190,000);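 active = inhibition above 80%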;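 also: 0% = DMSO and 100% = nicardipine control wells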
#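 Test system: IgMXP3 cells (ABCG2) mixed with DDAO far-red-labelled CCRF-Adr cells (ABCB1). Reagent: JC-1 transporter substrate. Compound dosing: single test compound dose, 6.6 µM final. Times: 10 min compound exposure, 25 °C. Detection: flow cytometry of retained JC-1 fluorescence. Read-out basis: efflux inhibition in percent versus controls. Controls: nicardipine and DMSO wells.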
# Bim-Bcl-B = disrupts Bim peptide binding to human Bcl-B; bead-based flow cytometry; inhibition, % at 10 µM; actives 0.073% (n = 190,000); AID 951;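 also: 0% = tracer peptide without compound and 100% = reference inhibitor peptide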
# Bim-Bcl-XL = disrupts Bim peptide binding to human Bcl-XL; inhibition, % at 10 µM; AID 1007; actives 0.04% (n = 190,000); bead flow cytometry, fluorescence
# ABCB1 inh = inhibitors of human ABCB1 transporter, ABCG2 counter-screen. P08183. CCRF-Adr cells, JC-1 efflux, flow cytometry. inhibition, % at 6.6 µM. actives 0.067% (n = 190,000); in the data active = inhibition above about 40%;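 also: 0% = vehicle and 100% = reference inhibitor; higher value means more JC-1 retained so stronger ABCB1 efflux block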
# Bim-Bcl-2 = human Bim-Bcl-2 interaction inhibition | P10415 | Bead-based flow cytometry, Bim peptide-Bcl-2 binding | inhibition, % at 10 µM | actives 0.06% (n = 190,000) | AID 950; in the data active = inhibition above about 40%; inconclusive = no clear call, values can overlap the other calls;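 also: 0% = no compound wells with probe peptide and 100% = reference peptide inhibitor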
# RGS8-Gao = human RGS8-Galphao interaction regulation; P09471; multiplexed bead flow cytometry, RGS8-Galphao binding; actives lie on both sides; response (percent of control binding), % at 10 µM; actives 0.34% (n = 220,000); in the data active = response below about 60% or above about 140%; inactive = in between;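 also: Galphao activated as the GDP aluminium fluoride complex binding bead-coupled RGS8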
# Bim-Bfl-1 = inhibitors of Bim-Bfl-1 interaction, human; Bead-based flow cytometry, Bim-Bfl-1 binding inhibition; inhibition, % at 10 µM; Q16548; actives 0.12% (n = 190,000); AID 1008;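 also: 0% = wells without compound plus tracer and 100% = blocker peptide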
# Bim-Bcl-W = inhibitors of Bim-Bcl-W interaction, human. Q92843. bead-based flow cytometry, Bim peptide-Bcl-W binding. inhibition, % at 10 µM. actives 0.02% (n = 190,000);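 also: 0% = bound tracer without compound and 100% = peptide blocker; higher means less fluorescent Bim peptide bound to Bcl-W beads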
# Target sequence (Q92843 whole entry, looked up): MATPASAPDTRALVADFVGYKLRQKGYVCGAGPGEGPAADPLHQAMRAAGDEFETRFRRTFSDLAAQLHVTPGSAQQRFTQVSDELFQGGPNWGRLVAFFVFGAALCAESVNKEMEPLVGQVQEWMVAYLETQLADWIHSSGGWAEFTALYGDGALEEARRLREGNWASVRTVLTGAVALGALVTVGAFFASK
# RGS7-Gao = modulates binding of RGS7 to human Galphao. P09471. Multiplexed bead flow cytometry; actives lie on both sides. binding response (% of control), % at 10 µM. actives 0.35% (n = 220,000); in the data active = binding response below about 49% or above about 150%; inconclusive = no clear call, values can overlap the other calls; inactive = in between;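 also: fluorescent Galphao held in activated GDP-AlF4 state binding bead-coupled RGS7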
# An asterisk follows results filed as active; ? = inconclusive. Rule as the data show it, unless noted: active = inhibition above about 40%.
SMILES,RGS4-Gao reg,Bim-Mcl-1,ABCG2 inh,Bim-Bcl-B,Bim-Bcl-XL,ABCB1 inh,Bim-Bcl-2,RGS8-Gao,Bim-Bfl-1,Bim-Bcl-W,RGS7-Gao
CN1/C(=C/C=C(C#N)C#N)C(C)(C)c2ccccc21,95,0,0,-2,-5,0.0,-3,97,-4,0,99
CC(OC(=O)C1CCCO1)C(=O)NC1CCCC1 (stereo unspecified),102,-1,-2,-2,-1,-0.4,-1,101,-2,0,100
CCSc1nc(C)cc(Oc2ccc(=O)n(C)n2)n1,91,1,1,-3,-4,0.2,-5,101,-13,1,99
CCc1ccc2oc(-c3cc(N=Cc4cccc(OC)c4O)ccc3O)nc2c1,95,0,0,-6,-2,0.1,-8,96,-10,0,97
CCN(CC)CCn1c(NCc2cccc(OC)c2OC)nc2ccccc21,103,-4,3,-4,-5,1.0,-6,103,-10,-2,102
CC(C)OC(=O)C1C(=O)CC(C)(O)C(C(=O)OC(C)C)C1c1ccc(F)cc1 (stereo unspecified),98,0,0,-8,2,0.1,-9,99,-11,0,101
CCCN(C(=O)c1ccco1)c1nnc(-c2ccncc2)s1,91,-3,0,-5,0,-0.1,0,95,-1,2,99
Cc1ccc(NC2c3ccccc3C(=O)N2CCN2CCOCC2)cc1 (stereo unspecified),101,-1,1,-6,-3,0.6,-7,100,-9,1,98
CCCNC(=O)NC1CCCCCCC1,100,-1,17,-7,0,4.3,-3,102,-3,2,101
CCN(CC)C(=O)CSC(=Nc1ccccc1F)NC#N,101,-1,7,-9,-4,1.0,-7,101,-16,-4,101
COc1ccc(NC(C)c2ccccc2)cc1 (stereo unspecified),103,0,5,-2,0,0.7,0,100,-2,0,116
COc1ccc(CN2CCN(Cc3ccccc3)C(CCO)C2)cc1OC (stereo unspecified),102,-1,0,-7,-3,0.2,1,102,-7,-2,98
S=C(NCCCN1CCOCC1)NC1CCCC1,96,-3,4,-7,-2,0.8,-5,98,-9,-6,?
Cc1ccc([N+](=O)[O-])cc1S(=O)(=O)Nc1ccc(C(=O)N(C)C)cc1,97,0,2,0,0,1.0,-4,104,-3,2,99
Brc1ccc2[nH]c3nc(SCCN4CCOCC4)nnc3c2c1,102,4,6,0,0,0.7,0,101,1,2,102

# Complete entries as entered above. Values in the order: RGS4-Gao reg	Bim-Mcl-1	ABCG2 inh	Bim-Bcl-B	Bim-Bcl-XL	ABCB1 inh	Bim-Bcl-2	RGS8-Gao	Bim-Bfl-1	Bim-Bcl-W	RGS7-Gao
# CC(C)OC(=O)C1C(=O)CC(C)(O)C(C(=O)OC(C)C)C1c1ccc(F)cc1 (stereo unspecified) is listed as 98	0	0	-8	2	0.1	-9	99	-11	0	101
# COc1ccc(CN2CCN(Cc3ccccc3)C(CCO)C2)cc1OC (stereo unspecified) is listed as 102	-1	0	-7	-3	0.2	1	102	-7	-2	98
# CCN(CC)CCn1c(NCc2cccc(OC)c2OC)nc2ccccc21 is listed as 103	-4	3	-4	-5	1.0	-6	103	-10	-2	102

# Further compounds follow.
SMILES,RGS4-Gao reg,Bim-Mcl-1,ABCG2 inh,Bim-Bcl-B,Bim-Bcl-XL,ABCB1 inh,Bim-Bcl-2,RGS8-Gao,Bim-Bfl-1,Bim-Bcl-W,RGS7-Gao
COc1ccccc1/C=N/N1C(=O)C(CC(=O)Nc2ccc([N+](=O)[O-])cc2OC)SC1=Nc1cccc(C)c1C (stereo unspecified),99,0,0,-9,-3,-0.4,-4,100,-2,-1,100
Cc1cc(N2CC34C=CC(O3)C(C(=O)O)C4C2=O)no1 (stereo unspecified),104,-1,1,0,0,0.0,0,110,0,-1,103
CCCS(=O)(=O)c1nc(S(=O)(=O)c2ccc(C)cc2)c(NCCCN(C)C)s1,99,-1,2,-4,-3,0.1,0,102,-2,0,96
CCn1ncc(Br)c1C(=O)Nc1nccs1,97,-2,3,-7,-6,0.8,-10,98,-17,0,99
CCOC(=O)c1cc2sccc2n1CCCN1C(=O)c2ccccc2C1=O,100,-4,44,-8,-6,3.3,-9,101,-13,-3,101
O=C(N/N=C/c1ccc(Cl)cc1)c1cc2c(s1)-c1ccccc1CC2,104,-6,-2,-12,-10,-0.4,-11,101,-16,-1,101
O=C(C1Cc2ccccc2O1)N1CCCCC1 (stereo unspecified),100,1,2,-2,-1,0.2,0,101,-11,1,102
CCOc1ccc(N(CC(=O)NC2CCCCC2)S(=O)(=O)c2c(C)noc2C)cc1,103,-5,2,-1,-7,1.0,-3,103,-8,-3,102
O=C1CC(c2ccccc2)c2ccccc21 (stereo unspecified),98,-2,2,-4,0,0.1,-1,96,-6,-3,99
O=c1c([N+](=O)[O-])cccn1Cc1ccccc1Cl,101,-2,2,-2,1,0.2,-1,103,-4,-1,108
CN1Cc2cccc3c2C(Cc2ccccc2S3)C1 (stereo unspecified),100,-8,8,-14,-9,0.6,-11,97,-12,-5,101
O=[N+]([O-])c1ccc(CN2CCOCCOCCN(Cc3ccc([N+](=O)[O-])cc3)CCOCC2)cc1,94,-3,13,-6,-7,3.0,-4,96,2,-3,90
CS(=O)(=O)N(CC(=O)N1CCCCC1)c1ccc(Cl)c(C(F)(F)F)c1,103,-2,0,-3,-1,0.3,-1,101,-1,-2,102
CCN(CC)S(=O)(=O)c1cccc(-c2nnc(SCC(=O)N3CCC(C(=O)O)CC3)n2N)c1,99,-2,0,0,-2,-0.4,-2,100,-3,-3,96
O=C1CCCC(O)=C1C=NCCc1ccccc1,102,1,3,2,4,1.1,0,100,1,2,106

# Of the compounds above, these contain a cyano group:
SMILES,RGS4-Gao reg,Bim-Mcl-1,ABCG2 inh,Bim-Bcl-B,Bim-Bcl-XL,ABCB1 inh,Bim-Bcl-2,RGS8-Gao,Bim-Bfl-1,Bim-Bcl-W,RGS7-Gao
CN1/C(=C/C=C(C#N)C#N)C(C)(C)c2ccccc21,95,0,0,-2,-5,0.0,-3,97,-4,0,99
CCN(CC)C(=O)CSC(=Nc1ccccc1F)NC#N,101,-1,7,-9,-4,1.0,-7,101,-16,-4,101

# Remaining list, next part:
SMILES,RGS4-Gao reg,Bim-Mcl-1,ABCG2 inh,Bim-Bcl-B,Bim-Bcl-XL,ABCB1 inh,Bim-Bcl-2,RGS8-Gao,Bim-Bfl-1,Bim-Bcl-W,RGS7-Gao
Cc1cccc(-c2cc3nc4c(c(N5CCCC(O)C5)n3n2)CCC4)c1 (stereo unspecified),99,0,5,-3,2,2.9,-4,99,-7,4,97
Cc1cc(CNC(=O)c2cccnc2Cl)c2ccccc2n1,103,0,8,0,-1,-0.1,1,106,-1,0,102
CC(C)c1nc(-c2ccccn2)no1,97,-4,14,-11,-5,1.3,-7,99,-16,-2,97
O=C1/C(=C/c2c[nH]c3ccccc23)CCC/C1=C\c1c[nH]c2ccccc12,101,-4,-2,-7,-6,0.2,-2,100,2,-1,103
CCOC(=O)N1CCC(NC(=O)CCC(=O)N2CC(C)Oc3ccc(Cl)cc32)CC1 (stereo unspecified),106,-3,10,-8,-9,1.4,-10,103,-15,0,101
COc1ccc(N2CCN(C(c3cc(OC)ccc3OC)c3nnnn3CC3CCCO3)CC2)cc1 (stereo unspecified),99,-1,1,-4,-4,0.3,12,97,1,-2,99
CN(Cc1cccs1)C(=O)Cn1cnc2ccccc2c1=O,105,0,1,-2,0,0.0,-3,104,-2,-1,103
CCC(=O)Nc1ccc(Nc2nc(Cl)nc(Nc3ccc(NC(=O)CC)cc3)n2)cc1,100,1,0,-1,0,-0.4,0,104,-8,0,100
c1ccc(Cn2ncc3c(N4CCOCC4)ncnc32)cc1,99,0,1,1,0,0.4,-8,100,3,0,98
Cc1cc(Cl)ccc1NC(=O)C1CCCN1C(=O)c1cccs1 (stereo unspecified),106,-1,20,-7,-2,1.4,-27,129,-8,0,115
Nc1nc2ccccc2n1C(=O)c1ccc(F)cc1,99,10,6,0,3,0.4,-2,102,-3,9,98
C/C(CCc1ccccc1)=N/NC(=O)C(=O)NC(C)c1ccccc1 (stereo unspecified),94,-1,-3,0,-3,0.3,-3,97,-5,-1,98
Cc1ccc(NCc2nnc(SCC(=O)Nc3ccccc3)n2CC2CCCO2)c(C)c1 (stereo unspecified),99,-10,19,-14,-15,1.5,-15,99,-24,-6,97
CC(=O)c1ccc(NC(=O)C(C)OC(=O)c2ccc(NS(=O)(=O)c3ccc(F)c(F)c3)cc2)cc1 (stereo unspecified),98,-3,-1,-3,-2,-0.6,-4,102,-1,-4,99
O=C(Nn1c(-c2ccncc2)nc2ccccc2c1=O)c1ccccc1Br,103,0,4,0,0,0.4,-3,101,-4,0,?
COc1ccc(C(=O)NCCc2nnc(SCC(=O)Nc3ccccc3C(C)C)n2C)cc1,102,-3,5,-5,0,-0.2,-5,101,-10,3,100
COC(=O)CCc1sc(Nc2ccc(Br)cc2)nc1-c1ccc(OC)cc1,100,-1,-1,-20,-14,-0.5,-13,100,2,-2,98
COc1ccc(CNC(=O)OCCN2CCN(Cc3ccccc3)CCC2=O)cc1,103,-1,5,-4,-3,2.3,-1,102,-1,-1,102
Nn1cnc2scc(-c3cccs3)c2c1=O,99,-2,-3,-3,-2,-2.4,-2,102,-3,-4,97
Cc1cc(C)nc(N2CCCC(C(=O)NCCc3cccc(F)c3)C2)n1 (stereo unspecified),108,0,0,0,3,0.1,-3,103,-7,4,105
c1cncc(-c2noc(-c3cccc4ccccc34)n2)c1,103,-2,0,-1,-4,-0.4,-11,99,-6,-5,107
CC(NC(=O)c1ccccc1Br)c1ccc2c(c1)CCCC2 (stereo unspecified),101,-1,0,-5,-3,0.1,-6,102,-8,0,105
CCOc1cc(S(=O)(=O)N(CC)CC)ccc1Cl,103,0,0,-3,-2,0.2,-3,102,-5,0,102
COC(=O)c1ccc(N2C(=O)CC(N3CCN(C(=O)c4ccco4)CC3)C2=O)cc1 (stereo unspecified),105,-1,0,-8,0,0.2,-7,104,-12,1,104
O=C(Nc1ccc2nc(-c3cccs3)[nH]c2c1)c1cccs1,102,7,1,5,10,-0.1,9,100,4,10,103
O=C(CCCn1c(=O)c2ccccc2n(CC(=O)N2CCN(c3ccccc3)CC2)c1=O)NCc1ccco1,102,-1,1,-1,1,0.1,-3,103,1,1,102
O=[N+]([O-])c1ccc(/C=C2\CCC(C3=CCCC3)=C2N2CCOCC2)cc1,93,-4,-2,-17,-10,-0.3,-8,88,22,1,79
COc1cc(OC)c(OC)cc1CN1CCN(c2ccccc2OC)CC1,108,-8,1,-6,-11,0.8,-4,114,-4,-5,109
Cc1ccc(S(=O)(=O)NNC(=O)C2CC=CCC2C(=O)O)cc1 (stereo unspecified),98,-1,1,-3,0,0.3,-1,99,-6,-2,97
COc1ccccc1N1CCN(C(=O)CCCC2=NS(=O)(=O)c3ccccc3N2)CC1,97,-4,0,-9,-3,0.2,-9,98,-11,-3,89
Cc1ccc(NC(=O)CCS(=O)(=O)c2ccccc2)cc1S(=O)(=O)N1CCOCC1,102,0,1,-2,-2,0.2,-5,99,-8,-2,100
Cc1ccc2oc(-c3ccco3)nc2c1,98,-2,0,-5,-2,0.1,-4,100,0,-3,99
CCOCCCNS(=O)(=O)c1ccc2c(c1)CCN2C(C)=O,97,-5,5,-12,-9,0.2,-11,99,-22,-3,100
CCOC(=O)C1(CC2CCCCO2)CCN(C(=O)Nc2ccccc2)CC1 (stereo unspecified),96,-5,1,0,1,0.5,-3,99,5,0,99
